# Assay outcomes deposited in PubChem BioAssay by several laboratories.
# LYP inh 2 – LYP (human) phosphatase inhibition; Q9Y2R2; recombinant LYP catalytic domain, DiFMUP fluorescence; inhibition, % at 2 µM; actives 0.21% (n = 96,000); AID 640;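 active = inhibition at 2 µM at or above a set limit, the screen mean plus 3 SD, cut at about 24% in these data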;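 also: 0% = DMSO with enzyme and 100% = enzyme fully blocked by orthovanadate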
# CYP2C9 inhib – human CYP2C9 inhibition; actives 20% (n = 96,000); inhibition, % at 5 µM; P11712; CYP2C9 Supersomes, luciferin-H conversion, luminescence;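 active = blocking of liver enzyme CYP2C9 beyond about 50% at 5 µM, limit read from the data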; also: values of inactives mirror those of a sister screen read the other way
# CYP2C9 activ – activators of human CYP2C9; recombinant CYP2C9, luciferin-H conversion, luminescence; active compounds read high; factor 1 = untreated enzyme, 0 = blocked; activation factor at 5 µM; actives 1.4% (n = 96,000); AID 1024;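 active = activation factor of 2 or more for CYP2C9 at a 5 µM dose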;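 also: 0 = sulfaphenazole-blocked wells and 1 = vehicle-only wells; values of inactives mirror those of a sister screen read the other way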
# Rev-RRE block – HIV Rev-RRE protein-RNA interaction inhibition; P05866; Rev peptide-RRE RNA binding, FRET; inhibition, % at 8 µM; actives 0.79% (n = 97,000); AID 704;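 active = inhibition above the screen-wide mean plus 3 SD, cut at about 35% in these data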;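 also: 0% = median DMSO wells and 100% = median Neomycin B control wells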
# Target sequence (P05866 whole entry, looked up): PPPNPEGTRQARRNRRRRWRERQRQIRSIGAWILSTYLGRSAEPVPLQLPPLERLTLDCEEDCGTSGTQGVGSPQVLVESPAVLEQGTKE
#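 Test system – labelled RRE RNA duplex and labelled Rev peptide · Signal – fluorescein-to-Cy5 FRET, 480 nm excitation · Evaluation – % inhibition of FRET ratio versus controls · Benchmarks – DMSO low control, neomycin B high control · Incubation – 5 min RNA-compound premix plus 15 min binding step, 25 °C · Medium – HEPES pH 7.5 salt buffer with EDTA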
# LYP act – LYP (human) phosphatase activation. recombinant LYP, DiFMUP fluorescence; 0 = plate median, 100 = signal doubled. activation, % at 2 µM. actives 0.11% (n = 96,000). AID 697;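 active = activation at 2 µM above a set limit, the mean plus 5 SD, cut at about 37% in these data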
# EphB4 antag – EphB4-ephrin-B2 interaction antagonism. EphB4 LBD / TNYL-RAW-Alexa532 peptide, fluorescence polarization. P54760. actives 0.15% (n = 97,000). inhibition, % at 7 µM. AID 720;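 active = inhibition above the screen-wide mean inhibition plus 3 SD, cut at about 15% in these data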;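 also: 0% = DMSO wells and 100% = excess unlabeled TNYL-RAW peptide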
# Candida biofilm – kills Candida albicans biofilms. C. albicans biofilm + clotrimazole, Alamar Blue. inhibition, % at 6 µM. actives 0.14% (n = 85,000). AID 834;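 active = inhibition above 20%; inactive = inhibition below 20%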;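 also: preformed 24 hr biofilms exposed to compound for 48 hr; 0% = biofilm without compound and 100% = blank killed by clotrimazole plus chlorhexidine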
# PLK1 inh – inhibitors of human PLK1 kinase; P53350; recombinant PLK1 kinase, TR-FRET peptide phosphorylation; inhibition, % at 10 µM; actives 0.53% (n = 97,000); AID 619;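 active = inhibition of 50% or more in the single-concentration screen; inactive = inhibition below 50%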;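 also: 0% = DMSO max control and 100% = H-89 dihydrochloride min control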
# Target sequence (P53350 whole entry, looked up): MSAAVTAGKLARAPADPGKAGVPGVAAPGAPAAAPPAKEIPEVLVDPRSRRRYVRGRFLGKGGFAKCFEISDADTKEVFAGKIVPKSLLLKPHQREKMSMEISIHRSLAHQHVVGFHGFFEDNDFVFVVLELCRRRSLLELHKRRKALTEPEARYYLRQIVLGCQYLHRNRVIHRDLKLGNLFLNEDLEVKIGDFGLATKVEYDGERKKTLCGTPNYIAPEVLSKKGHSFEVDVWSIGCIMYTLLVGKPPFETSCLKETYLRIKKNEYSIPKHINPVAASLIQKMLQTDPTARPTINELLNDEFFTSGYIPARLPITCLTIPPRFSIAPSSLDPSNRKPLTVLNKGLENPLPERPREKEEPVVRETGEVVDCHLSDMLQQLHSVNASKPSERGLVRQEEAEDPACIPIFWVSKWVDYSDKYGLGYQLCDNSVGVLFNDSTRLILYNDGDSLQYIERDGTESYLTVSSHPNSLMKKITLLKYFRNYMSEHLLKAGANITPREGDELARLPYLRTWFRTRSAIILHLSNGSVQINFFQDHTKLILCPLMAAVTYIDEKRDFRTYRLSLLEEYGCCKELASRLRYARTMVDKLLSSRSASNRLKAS
# Plk1 PBD FP – blocks phosphopeptide binding to human Plk1 polo box domain; Plk1 PBD phosphopeptide binding, fluorescence polarization; actives 0.13% (n = 97,000); P53350; AID 693; inhibition, %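 (tested at about 20 µM)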; in the data active = inhibition above about 34%, passing the limit was not always enough
# * = called active by the depositor; . = no result given.
SMILES,LYP inh 2,CYP2C9 inhib,CYP2C9 activ,Rev-RRE block,LYP act,EphB4 antag,Candida biofilm,PLK1 inh,Plk1 PBD FP
CCn1nnnc1SCC(=O)Nc1ccc(OCc2ccccc2)cc1,-2,.,.,7,1,-6,7,-8,-11
O=C(Nc1ccncc1)C1c2ccccc2Oc2ccccc21,-1,98*,0,3,5,2,-5,2,-19
Brc1ccc(-c2nnc(-c3ccccc3)o2)o1,-8,.,.,1,8,0,6,-4,-37
O=C(Oc1ccc([N+](=O)[O-])cc1)c1cc(-c2ccccc2)nc2ccccc12,3,15,0.9,10,-1,-5,.,-7,4
CN(C)c1nc(Oc2ccc(N)cc2)nc(N(C)C)n1,-5,14,0.9,8,3,6,6,-8,1
COC(=O)c1cc(OC)c(OC)cc1NC(=O)CC1CCCCC1,-3,51*,0.5,-3,-2,6,2,-8,4
COc1cc(NC(=O)c2ccco2)c(OC)cc1NC(=O)Nc1ccccc1Cl,-8,60*,0.4,4,5,5,1,-3,-11
COc1ccccc1OCCCOc1ccc([N+](=O)[O-])cc1Cl,-5,28,0.7,18,7,-5,.,-11,26
O=C1CN(C(=O)c2cccs2)c2ccccc2N1,-8,0,1,8,7,0,-7,-9,24
COc1ccc(CC(=O)OCc2cc3cccc(C)c3[nH]c2=O)cc1,-6,1,1,2,3,3,8,0,12
O=S(=O)(c1ccccc1Cl)N1CCCC1c1nc(-c2ccccc2Cl)no1 (stereo not drawn),0,13,0.9,14,2,0,.,-15,-13
CCCOc1ccc(/C(O)=C2/C(=O)C(=O)N(c3cc(C)on3)C2c2ccc(C(=O)OC)cc2)cc1 (stereo not drawn),3,-10,1.1,-3,-5,-7,-2,-9,-8
O=C(COC(=O)c1ccc(Br)o1)NCc1ccco1,7,.,.,3,-9,-6,-3,-14,12
O=C(CN(Cc1cccs1)C(=O)CNS(=O)(=O)c1ccccc1)NCc1ccco1,7,27,0.7,5,-1,-3,6,-5,3
Cn1nnnc1SCC(=O)NCc1ccccc1,1,.,.,1,-2,-1,8,-6,-4
CC1CN(S(=O)(=O)c2cn(C)c(=O)n(C)c2=O)CC(C)O1 (stereo not drawn),0,1,1,6,0,-3,5,-8,-12
O=C(c1cc2ccccc2o1)N1CCN=C1SCc1cccc(F)c1,-6,-3,1,-3,3,-10,4,-2,9
O=C(Oc1ccc(OC(=O)c2ccco2)c(S(=O)(=O)c2ccc(Br)cc2)c1)c1ccco1,-5,72*,0.3,5,8,11,.,-3,0
COc1ccc(Cl)cc1CN1CCN(c2nc(C)cc(C)c2C#N)CC1,-2,79*,0.2,40*,-1,-1,.,62*,26
COc1cc(C(=O)NCCc2cn3ccccc3n2)cc(OC)c1OC,6,13,0.9,-1,-6,0,-2,-4,-14
COc1cc([N+](=O)[O-])ccc1NC(=O)CCCOc1ccc(C)cc1,4,4,1,20,1,-3,.,-5,21
CCN1C(=O)NC(c2cc(Br)ccc2OC)C(C(=O)OC)=C1C (stereo not drawn),3,.,.,3,-3,-4,6,-8,17
O=C(Nc1ccc(-c2nc3ccccc3o2)cc1)c1ccc(N2CCOCC2)c([N+](=O)[O-])c1,7,33,0.7,-3,-5,2,.,-20,-1
COc1ccc(CCNC(=O)NC23CC4CC(CC(C4)C2)C3)cc1OC,3,-46,1.5,4,-1,-1,3,-14,-6
CC1Cc2ccccc2N1C(=O)CSc1nc2ccccc2o1 (stereo not drawn),2,28,0.7,19,-3,2,-2,1,-7

# Compounds listed so far with a nitro group on carbon (four):
SMILES,LYP inh 2,CYP2C9 inhib,CYP2C9 activ,Rev-RRE block,LYP act,EphB4 antag,Candida biofilm,PLK1 inh,Plk1 PBD FP
O=C(Oc1ccc([N+](=O)[O-])cc1)c1cc(-c2ccccc2)nc2ccccc12,3,15,0.9,10,-1,-5,.,-7,4
COc1ccccc1OCCCOc1ccc([N+](=O)[O-])cc1Cl,-5,28,0.7,18,7,-5,.,-11,26
COc1cc([N+](=O)[O-])ccc1NC(=O)CCCOc1ccc(C)cc1,4,4,1,20,1,-3,.,-5,21
O=C(Nc1ccc(-c2nc3ccccc3o2)cc1)c1ccc(N2CCOCC2)c([N+](=O)[O-])c1,7,33,0.7,-3,-5,2,.,-20,-1

# The results go on:
SMILES,LYP inh 2,CYP2C9 inhib,CYP2C9 activ,Rev-RRE block,LYP act,EphB4 antag,Candida biofilm,PLK1 inh,Plk1 PBD FP
Cc1ccc2occ(CN3CCN(c4ccccc4)CC3)c(=O)c2c1,-1,21,0.8,4,6,-2,.,1,-28
c1ccc(OCCCCN2CCOCC2)cc1,-11,1,1,7,8,-2,5,0,23
CCc1ccc(CN2CCN(S(=O)(=O)Cc3ccccc3)CC2)cc1,2,1,1,10,0,-4,3,3,17
Cn1c(CCCCCN)nc2ccccc21,0,63*,0.4,1,3,0,4,-17,-6
C/C(N)=C(/C#N)C(=O)CSc1nnnn1-c1ccc(C)cc1,2,-20,1.2,-2,-4,-12,10,-3,-35
C=CCNc1sc(C(=O)c2ccc(C)cc2)c(N)c1C#N,8,1,1,8,-8,-3,14,-7,1
CC1=CC(C#N)(C#N)C(C#N)(C#N)C(c2ccccc2)N1 (stereo not drawn),4,90*,0.1,52*,-2,5,0,-5,6
Fc1cccc(Cl)c1Cn1nnc(-c2ccc3c(c2)OCO3)n1,-10,32,0.7,6,7,5,3,-9,-14
CCOC(=O)C1CCCN(C(=O)c2cc3c(=O)n(C)c4ccccc4c3n2C)C1 (stereo not drawn),-19,-19,1.2,7,15,-3,11,12,-26
O=C1OC(C(=O)O)Cc2ccccc21 (stereo not drawn),-4,.,.,4,2,5,-1,-10,-22
Fc1ccc(C2CC(c3ccco3)n3ncnc3N2)cc1 (stereo not drawn),-3,.,.,0,2,-2,4,-4,-23
Cc1nn(CCC(=O)NNC(=S)Nc2cccc(Cl)c2)c(C)c1[N+](=O)[O-],-3,.,.,0,4,-4,8,-6,-8
COc1cc(SC)ccc1C(=O)Nc1ccc2c(c1)CCN2S(C)(=O)=O,2,-60,1.6,3,-4,7,7,-8,17
O=C(Nc1ccc2nc(-c3cccnc3)[nH]c2c1)C1CCCCC1,12,.,.,1,-11,2,0,-11,0
O=C(Nc1ccccc1)N1C(=O)C2(OCCO2)c2ccccc21,11,-21,1.2,3,-8,0,9,-15,-11
O=C(CN1C(=O)CC(c2ccco2)Sc2ccccc21)Nc1ccccc1F (stereo not drawn),1,.,.,3,-2,-5,14,2,-10
c1ccc(OCCSc2ncnc3nc[nH]c23)cc1,-2,.,.,2,-1,0,0,36,-19
COc1ccc(N(C(=O)c2cnccn2)C(C(=O)NC2CCCCC2)c2ccc(Cl)cc2)cc1 (stereo not drawn),-3,.,.,-4,4,1,6,-10,-6
NC(=O)CSc1nnnn1-c1ccc(OC(F)(F)F)cc1,9,13,0.9,9,-8,4,-6,-2,-36
O=C(c1ccc(Cl)cc1)N1CCN(c2ccc(F)cc2)CC1,9,.,.,0,-11,-3,11,-9,1
Cc1noc(C)c1S(=O)(=O)NCC(=O)O,-1,-8,1.1,5,-1,-4,1,-4,-5
CSC1=NCCN1C(=O)c1cccc(C(F)(F)F)c1,4,11,0.9,6,-3,6,1,-6,-5
Cc1cc(Cl)ccc1NC(=S)NCc1ccc(Cl)cc1,8,52*,0.5,2,-4,4,.,-20,-4
COc1ccc(CCN(C(=O)C(F)(F)F)C(C(=O)NC2CCCCC2)c2ccc(C)s2)cc1OC (stereo not drawn),2,36,0.6,2,1,-6,.,-10,11
Cc1sc2nc(CN3CCCC3)nc(N3CCC(C(N)=O)CC3)c2c1C,0,17,0.8,-9,0,1,5,-4,15

# The list goes on:
SMILES,LYP inh 2,CYP2C9 inhib,CYP2C9 activ,Rev-RRE block,LYP act,EphB4 antag,Candida biofilm,PLK1 inh,Plk1 PBD FP
Nc1cc(N)nc(SCC(=O)NCC2CCCO2)n1 (stereo not drawn),-4,-16,1.2,7,8,4,8,-10,-26
CCOC(=O)c1sc(C)c2c1NC(c1ccc(Cl)cc1)NC2=O (stereo not drawn),7,53*,0.5,2,-2,7,.,-13,-42
Fc1ccccc1NC(=S)NN(Cc1ccccc1)c1ccccc1,-7,82*,0.2,10,5,3,.,-4,-12
Clc1ccc(Cn2ncc3c(N4CCCC4)ncnc32)cc1,-3,13,0.9,3,3,-7,2,-6,5
COC(=O)NNC(=O)c1cccc(C)c1,10,4,1,3,-5,0,.,-16,9
O=C(c1ccc(COc2ccc3ccccc3c2)o1)N1N=C(C(F)F)CC1(O)C(F)F (stereo not drawn),-16,-12,1.1,14,13,0,.,-12,-19
CC(=O)OC1CCC2(C)C(COc3ccc4ccc(=O)oc4c3)C(C)(O)CCC2C1(C)C (stereo not drawn),11,53*,0.5,11,-9,5,.,-10,-4
O=C(CC1CCCCC1)N1CCN(c2ccccn2)CC1,6,62*,0.4,-4,-5,-1,2,-10,-1
CCOC(=O)c1cnc(-n2nc(C)cc2C)nc1N1CC(C)OC(C)C1 (stereo not drawn),9,.,.,3,-6,9,11,-4,12
CCCCn1c(SCC(=O)OC)nc2c1c(=O)n(C)c(=O)n2C,1,1,1,-1,2,-4,9,-12,-4
CN(C)CC(C)(C)CNS(=O)(=O)c1cccc(Cl)c1Cl,-4,32,0.7,2,7,-2,3,-2,-14
CN=c1scc(C)n1/N=C/c1ccc(O)cc1,2,-34,1.3,7,1,4,10,-10,22
Cc1onc(-c2c(Cl)cccc2Cl)c1C(=O)N1CCCc2ccccc21,-2,82*,0.2,4,3,-6,4,-6,-24
COc1ccc(/C=N/Nc2nc(C)c([N+](=O)[O-])c(N(C)c3ccccc3)n2)cc1OC,0,0,1,-5,0,-4,.,-9,-17
CCC1CCCCN1CCCNC(=O)C1CCC(Cn2c(=O)[nH]c3ccccc3c2=O)CC1 (stereo not drawn),-9,2,1,-2,8,-2,6,-8,-9
CCCc1cc(=O)[nH]c(NCc2ccc(Cl)cc2)n1,-12,19,0.8,11,11,-1,4,-4,-3
Cc1onc(-c2c(Cl)cccc2Cl)c1C(=O)NCC1CCCO1 (stereo not drawn),-6,18,0.8,3,4,-1,-1,-4,0
COc1ccc(-c2nnn(CC(=O)N(CC(=O)NCCC(C)C)c3ccccc3)n2)cc1OC,-1,-9,1.1,5,2,7,6,-9,-6
CCc1cccc2c(C=C(C#N)C#N)cn(CC(=O)N3CCCC3)c12,-15,-4,1,2,17,-5,.,-14,0
CCn1c(CNC(=O)c2cccc(C)c2)nnc1SCC(=O)Nc1cccc(OC)c1,-9,18,0.8,7,6,4,9,-1,17
CCCCCC(O)CCc1n[nH]c(=S)n1-c1ccccc1 (stereo not drawn),7,18,0.8,-6,-2,-10,.,-11,7
Cc1cccc(N2CCN(S(=O)(=O)c3ccc4c(c3)n(C)c(=O)c(=O)n4C)CC2C)c1 (stereo not drawn),8,1,1,-4,-10,-8,7,-10,6
Cc1sc2ncn(CC(=O)OC(C)C)c(=O)c2c1C,-7,41,0.6,5,2,2,.,5,13
Cc1ccc(N=N/C(=C\O)C(=O)c2ccncc2)cc1,3,88*,0.1,4,-1,0,2,14,-22
Cc1nc(Cc2nnc(SCc3nc(N)nc(Nc4ccccc4C)n3)o2)cs1,-4,51*,0.5,2,1,-14,4,1,-16
O=C(NCc1ccncc1)C12CC3CC(CC(C3)C1)C2,-1,49,0.5,-1,-3,7,8,-3,-3

# Part of the list above, showing only EphB4 antag and Rev-RRE block.
canonical_smiles	EphB4 antag	Rev-RRE block
Cc1cccc(N2CCN(S(=O)(=O)c3ccc4c(c3)n(C)c(=O)c(=O)n4C)CC2C)c1 (stereo not drawn)	-8	-4
Cc1sc2ncn(CC(=O)OC(C)C)c(=O)c2c1C	2	5
Cc1ccc(N=N/C(=C\O)C(=O)c2ccncc2)cc1	0	4
